Source: PubChem BioAssay (several laboratories)
H69AR inhibit: proliferation blockers of H69AR lung cancer cells, primary screen, cell-based, human, 86K library | viability, % at 10 µM | AID 598, 2007 | H69AR lung tumor viability, ATP luminescence, 72 h; active compounds read low | hit rate 6% among 85,000;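 active = viability at or below 40%; inactive = viability above 40%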;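 note: multidrug resistant small cell line overexpressing MRP-1 efflux transporter; 100% = mean luminescence of untreated control wells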
HUVEC inhibit: inhibitors of HUVEC proliferation, primary screen, cell-based, 384-well; CellTiter-Glo luminescence, 72 h; active compounds read low; viability, % at 10 µM (by protocol); hit rate 1.1% among 86,000; AID 648, 2007;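 active = viability at or below 30%; inactive = viability above 30%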;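 note: 100% = median luminescence of DMSO-only cell control wells on each plate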
CD11b adhes inh: inhibitors of CD11b/CD18 adhesion to fibrinogen, primary screen, K562 cells, luminescence; Integrin beta-2 (Homo sapiens) + Integrin alpha-M (Homo sapiens), P05107+P11215; ATPlite luminescence; Mn2+ added to activate the integrin; inhibition, % at 10 µM; hit rate 0.54% among 93,000;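 active = primary inhibition of 50% or more at 10 µM, then 40% or more on retest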; note: some results filed as inactive read as strong as hits
Target sequence (P05107 whole entry, looked up, other chains not shown): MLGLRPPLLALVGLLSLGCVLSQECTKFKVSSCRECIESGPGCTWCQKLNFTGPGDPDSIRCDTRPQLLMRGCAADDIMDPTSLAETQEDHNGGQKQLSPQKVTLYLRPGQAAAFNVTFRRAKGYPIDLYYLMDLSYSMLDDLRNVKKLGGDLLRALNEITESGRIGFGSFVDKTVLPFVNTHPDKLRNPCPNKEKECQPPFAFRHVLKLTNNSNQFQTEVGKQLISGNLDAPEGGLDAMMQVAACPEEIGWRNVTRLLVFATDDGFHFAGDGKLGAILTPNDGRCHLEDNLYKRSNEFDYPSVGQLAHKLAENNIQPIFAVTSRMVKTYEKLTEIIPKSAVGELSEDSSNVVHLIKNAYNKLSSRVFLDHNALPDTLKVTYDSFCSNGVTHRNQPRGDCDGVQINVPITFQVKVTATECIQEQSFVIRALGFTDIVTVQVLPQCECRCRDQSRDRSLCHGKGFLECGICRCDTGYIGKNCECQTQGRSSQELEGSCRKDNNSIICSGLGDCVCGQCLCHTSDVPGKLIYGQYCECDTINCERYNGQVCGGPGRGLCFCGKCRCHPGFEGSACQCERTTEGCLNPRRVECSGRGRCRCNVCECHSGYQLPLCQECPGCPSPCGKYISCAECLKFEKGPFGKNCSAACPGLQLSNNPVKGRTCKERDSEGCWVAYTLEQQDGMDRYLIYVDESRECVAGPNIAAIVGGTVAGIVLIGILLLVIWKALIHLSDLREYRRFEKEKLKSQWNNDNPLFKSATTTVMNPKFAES
ERa SRC1 inh: ERα–SRC-1 coactivator interaction inhibitors, primary screen, biochemical, TR-FRET, ERα LBD, estradiol-bound. TR-FRET ER-alpha LBD / SRC-1 peptide. inhibition, % at 25.6 µM. hit rate 1.7% among 86,000. AID 629, 2007; in the data active = inhibition above about 50%;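 note: 0% = receptor plus peptide control and 100% = peptide only without receptor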
Fibroblast inh: antiproliferative effect on LL 47 fibroblasts – human, LL 47 cells, CellTiter-Glo luminescence, primary screen. LL 47 human lung fibroblast viability, ATP luminescence; active compounds read low. viability, % at 10 µM. hit rate 1.1% among 85,000. AID 719, 2007;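 active = viability at or below 50% in the single dose screen; inactive = viability above 50%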;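 note: compound exposure lasted 72 h before the ATP readout; 100% = median luminescence of untreated cell-only wells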
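Test system: LL 47 human lung fibroblasts; Quantity: 1,150 cells/well; Buffer or medium: IMEM plus 15% FBS; Dosing: tenfold compound dosing solution, DMSO at 0.1%; Timing: overnight cell rest, 72 h compound treatment at 37 °C; Detection: ATP-based CellTiter-Glo luminescent readout; Read-out basis: viability percentage against median untreated-cell control; Controls: cell-only wells, no compound.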
CYP2C19 activ: human CYP2C19 activators, primary screen, biochemical, luminescence. AID 1025, 2008. activation factor at 5 µM. 96,000 tested, under 10 active. recombinant CYP2C19, luciferin-H EGE luminescence; active compounds read high; 0 = fully inhibited enzyme, 1 = untreated enzyme;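 active = activation factor of at least 2 at 5 µM in the primary screen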;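 note: 0 = wells with 2.5 mM tranylcypromine and 1 = vehicle-only wells; values of inactives mirror those of a sister screen read the other way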
ERa coact pot: enhancers of ERα–SRC-1 coactivator binding, primary screen, biochemical, TR-FRET, ERα LBD, low estradiol. TR-FRET ERalpha-LBD/SRC-Cy5 coactivator binding, 2 h; 100 = basal binding, no effect. hit rate 1.3% among 86,000. Estrogen receptor (Homo sapiens), P03372. coactivator binding (% of control), % at 25.6 µM. AID 639, 2007; in the data active = activity above about 200%;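 note: binding measured in presence of low estradiol as agonist stimulus; 0% = peptide alone without receptor and 100% = receptor with peptide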
CYP2C19 inhib: blockers of cytochrome P450 2C19 activity – biochemical, luminescence, ADME assay, primary screen. inhibition, % at 5 µM. CYP2C19 Supersomes, luciferin-H EGE luminescence, 30 min. P33261. AID 778, 2007. hit rate 21% among 96,000;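 active = CYP2C19 inhibition above a set limit at 5 µM in the primary screen, cut at about 50% in these data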;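 note: plate controls were negative control wells for no effect and 2.5 mM tranylcypromine positive control for full effect; values of inactives mirror those of a sister screen read the other way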
Mac1 fbg enh: enhancers of CD11b/CD18 adhesion to fibrinogen, primary screen, K562 cells, luminescence; Integrin beta-2 (Homo sapiens) + Integrin alpha-M (Homo sapiens), P05107+P11215; ATPlite luminescence; hit rate 0.07% among 93,000; activation, % at 10 µM; AID 1499, 2009;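 active = 10 µM primary screen giving 50% or more activity, confirmed by 40% or more on retest at that dose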; note: strong numbers were not always called active
An asterisk follows results filed as active; . = no result given; [ ] = another dose, or the depositor's remark.

# | smiles | H69AR inhibit | HUVEC inhibit | CD11b adhes inh | ERa SRC1 inh | Fibroblast inh | CYP2C19 activ | ERa coact pot | CYP2C19 inhib | Mac1 fbg enh
1 | COC(=O)CN(c1nc(C)cc(OC)n1)S(=O)(=O)c1ccccc1 | 85 | 88 | -1 | 22[fluorescence artefact?] | 90 | 0.7 | 93 | 33 | -2
2 | Cc1cc(S(=O)(=O)N(Cc2ccccc2)Cc2ccc(N(C)C)cc2)ccc1-n1cnnn1 | 89 | 71 | . | 14[fluorescence artefact?] | 91 | . | 211* | . | .
3 | Cc1nn(CC(O)CN2c3ccccc3Sc3ccccc32)c(C)c1Br (stereo not drawn) | 27* | 59 | 15 | -1 | 88 | 0.1 | 141 | 89* | -1
4 | COc1ccc(N(CC(=O)NC(C)(C)C)C(=O)c2ccco2)cc1 | 89 | 98 | 13 | 4 | 97 | 1.1 | 110 | -7 | 1
5 | CC(C)NC(=O)N1CCOCCOCCN(C(=O)NC(C)C)CCOCCOCC1 | 101 | 95 | -28 | 4[fluorescence artefact?] | 101 | 1 | 118 | -4 | 3
6 | O=C(Oc1ccccc1C(=S)N1CCCCC1)c1cc([N+](=O)[O-])cc([N+](=O)[O-])c1 | 94 | 90 | . | -11[fluorescence artefact?] | 104 | . | 70[fluorescence artefact?] | . | .
7 | COc1ccc(-n2c3c(cc(C(=O)N4CCCCC4)c2=O)C(=O)CC(C)(C)C3)cc1 | 99 | 94 | -2 | -10 | . | 1.1 | 90 | -5 | -1
8 | CCOC(=O)Nc1ccccc1C(=O)N1CCOCC1 | 98 | 97 | -4 | -3 | 98 | 1 | 96 | 2 | -1
9 | CCOCCCN(Cc1ccco1)C(=O)c1cc2c(=O)[nH]c3ccc(C)cc3c2s1 | 44 | 54 | -3 | 12 | 71 | 0.8 | 151 | 19 | -2
10 | Cc1cc(C)cc(N(CC(=O)N2CCC(C)CC2)S(C)(=O)=O)c1 | 91 | 89 | -4 | -4 | 98 | 0.9 | 120 | 13 | -2
11 | CCOC(=O)C1C(=O)Oc2ccc3ccccc3c2C1C1CCOC1=O (stereo not drawn) | 100 | 97 | 0 | 9[fluorescence artefact?] | 100 | 0.4 | 84[fluorescence artefact?] | 60* | -2
12 | COC(=O)c1cc2sccc2n1Cc1nc(-c2cccc(Cl)c2)oc1C | 84 | 107 | -11 | 0 | 87 | 0.8 | 130 | 16 | -3

Quoted from the listing.
Entry for `COC(=O)c1cc2sccc2n1Cc1nc(-c2cccc(Cl)c2)oc1C` in H69AR inhibit: 84
Entry for `COC(=O)CN(c1nc(C)cc(OC)n1)S(=O)(=O)c1ccccc1` in CYP2C19 inhib: 33
Entry for `CCOCCCN(Cc1ccco1)C(=O)c1cc2c(=O)[nH]c3ccc(C)cc3c2s1` in HUVEC inhibit: 54
Entry for `CCOC(=O)Nc1ccccc1C(=O)N1CCOCC1` in HUVEC inhibit: 97
Entry for `O=C(Oc1ccccc1C(=S)N1CCCCC1)c1cc([N+](=O)[O-])cc([N+](=O)[O-])c1` in H69AR inhibit: 94
Entry for `COc1ccc(-n2c3c(cc(C(=O)N4CCCCC4)c2=O)C(=O)CC(C)(C)C3)cc1` in ERa SRC1 inh: -10
Entry for `CC(C)NC(=O)N1CCOCCOCCN(C(=O)NC(C)C)CCOCCOCC1` in ERa SRC1 inh: 4[fluorescence artefact?]

CYP2C19 inhib, entries above that show a hit
nr | structure | CD11b adhes inh | ERa SRC1 inh | CYP2C19 activ | ERa coact pot | CYP2C19 inhib | Mac1 fbg enh
3 | Cc1nn(CC(O)CN2c3ccccc3Sc3ccccc32)c(C)c1Br (stereo not drawn) | 15 | -1 | 0.1 | 141 | 89* | -1
11 | CCOC(=O)C1C(=O)Oc2ccc3ccccc3c2C1C1CCOC1=O (stereo not drawn) | 0 | 9[fluorescence artefact?] | 0.4 | 84[fluorescence artefact?] | 60* | -2

3 entries out of the list above, sorted by the value under ERa SRC1 inh, smallest number first:
#	Structure	ERa SRC1 inh
3	Cc1nn(CC(O)CN2c3ccccc3Sc3ccccc32)c(C)c1Br (stereo not drawn)	-1
4	COc1ccc(N(CC(=O)NC(C)(C)C)C(=O)c2ccco2)cc1	4
9	CCOCCCN(Cc1ccco1)C(=O)c1cc2c(=O)[nH]c3ccc(C)cc3c2s1	12

(cont.)
# | smiles | H69AR inhibit | HUVEC inhibit | CD11b adhes inh | ERa SRC1 inh | Fibroblast inh | CYP2C19 activ | ERa coact pot | CYP2C19 inhib | Mac1 fbg enh
13 | c1ccc2c(c1)OCC(c1csc3ncnc(N4CCOCC4)c13)O2 (stereo not drawn) | 86 | 65 | 6 | 3 | 82 | 0.2 | 124 | 78* | 0
14 | O=C(NCc1cccnc1)C1CCN(S(=O)(=O)N2CCOCC2)CC1 | . | . | 6 | . | . | 0.9 | . | 13 | -2
15 | CC(C)N(Cc1nc2ccccc2[nH]1)C(C)C | 104 | 109 | -7 | 1 | 97 | 1 | 90 | 1 | -3
16 | CCC(C)Cn1c(C)nc2ccccc21 (stereo not drawn) | 84 | 96 | 12 | -18 | 90 | 0.5 | 108 | 52* | -4
17 | Nc1c(N2CCOCC2)cc(Cl)c2nonc12 | 96 | 86 | -6 | -11 | 91 | 0.6 | 91 | 36 | -7
18 | COc1ccc2nc(NC(=O)C3CCN(S(=O)(=O)c4cccs4)CC3)sc2c1 | 45 | 69 | 43 | -6 | 79 | 0.2 | 114 | 84* | -4
19 | Cc1cc(C)cc(NC(=O)C2CCCN(S(=O)(=O)c3cnc[nH]3)C2)c1 (stereo not drawn) | 99 | 97 | 4 | 6[fluorescence artefact?] | 105 | 0.2 | 104 | 81* | -4
20 | CCOC(=O)N1CCC(NC(=O)CS(=O)(=O)Cc2nc(-c3ccccc3C)oc2C)CC1 | 100 | 91 | 16 | 2 | 102 | 1 | 101 | 3 | 3
21 | Cc1nc2ccccc2c(=O)n1CCCO | . | . | 3 | . | . | 1.1 | . | -5 | -3
22 | COc1cc(-c2nnc(COc3ccc4ccccc4c3)o2)cc(OC)c1OC | 70 | 88 | . | -1 | 95 | 0.5 | 121 | 46 | .
23 | c1ccc(-c2noc(CN3CCN(C(c4ccccc4)c4ccccc4)CC3)n2)cc1 | 100 | 111 | -10 | 0 | 96 | 0.9 | 134 | 9 | 2
24 | O=C(c1ccc2c(c1)N(Cc1ccc(F)cc1)C(=O)CS2)N1CCOCC1 | 94 | 86 | 19 | 3[fluorescence artefact?] | 100 | 0.8 | 98 | 24 | 10
25 | Cc1ccc(NC(=O)CC2Oc3ccc(C)cc3NC2=O)cc1 (stereo not drawn) | 92 | 107 | -12 | -9 | 102 | 0.9 | 137[fluorescence artefact?] | 8 | 0
26 | CCOC(=O)NCCc1ccc(OC)cc1 | 86 | 96 | -30 | 2 | 108 | 0.2 | 100 | 83* | 3
27 | CCOC(=O)c1oc2ccccc2c1NC(=O)Cc1cccs1 | 97 | 102 | 0 | 5[fluorescence artefact?] | 94 | 0.8 | 155 | 16 | 2
28 | O=C(NC1CCCC1)C(c1ccsc1)N(C(=O)Cc1cccs1)c1ccc(F)cc1 (stereo not drawn) | . | . | -16 | . | . | 0.9 | . | 14 | 38
29 | CCC1CCCCN1C(=O)CSc1nc2ccsc2c(=O)n1Cc1ccccc1 (stereo not drawn) | 55 | 76 | 10 | 7 | 95 | 0.5 | 76 | 50* | -3
30 | OCCNc1nc2ccccc2[nH]1 | 95 | 92 | . | -10 | 98 | 1 | 97 | -5 | .
31 | O=C(NCCO)NC(=S)c1ccccc1 | 98 | 107 | -4 | -1 | 102 | 1 | 103[fluorescence artefact?] | 2 | -1
32 | Cn1c(=O)[nH]c(=O)c2c1nc(CN1CCOCC1)n2CCc1ccccc1 | 77 | 96 | . | -23 | 96 | . | 109 | . | .
33 | COC(=O)c1ccccc1NC(=O)C1CCN(S(=O)(=O)c2cc(OC)ccc2OC)CC1 | 72 | 94 | -10 | -15[fluorescence artefact?] | 99 | 0.1 | 118 | 94* | 7
34 | CCN1CCN(S(=O)(=O)c2ccc(Cl)c(C(=O)Nc3nnc(CC(C)C)s3)c2)CC1 | 97 | 100 | 1 | 5 | 102 | 0.9 | 111 | 6 | -7
35 | Cc1sc(NC(=O)CSc2nnc(CCNC(=O)c3cccs3)n2C)nc1-c1ccccc1 | 69 | 78 | . | -4 | 98 | . | 96 | . | .
36 | Cn1c(=O)n(C)c2cc([N+](=O)[O-])c(N3CCN(S(=O)(=O)c4ccc5ccccc5c4)CC3)cc21 | . | . | -14 | . | . | 0.3 | . | 73* | -3

Sorted by molecular weight (low to high): some entries from above.
# | smiles | H69AR inhibit | HUVEC inhibit | CD11b adhes inh | ERa SRC1 inh | Fibroblast inh | CYP2C19 activ | ERa coact pot | CYP2C19 inhib | Mac1 fbg enh
25 | Cc1ccc(NC(=O)CC2Oc3ccc(C)cc3NC2=O)cc1 (stereo not drawn) | 92 | 107 | -12 | -9 | 102 | 0.9 | 137[fluorescence artefact?] | 8 | 0
28 | O=C(NC1CCCC1)C(c1ccsc1)N(C(=O)Cc1cccs1)c1ccc(F)cc1 (stereo not drawn) | . | . | -16 | . | . | 0.9 | . | 14 | 38
35 | Cc1sc(NC(=O)CSc2nnc(CCNC(=O)c3cccs3)n2C)nc1-c1ccccc1 | 69 | 78 | . | -4 | 98 | . | 96 | . | .

Going on with the list.
# | smiles | H69AR inhibit | HUVEC inhibit | CD11b adhes inh | ERa SRC1 inh | Fibroblast inh | CYP2C19 activ | ERa coact pot | CYP2C19 inhib | Mac1 fbg enh
37 | c1coc(-c2nnc(-c3ccc4c(c3)OCO4)o2)c1 | 99 | 107 | 17 | 65*[fluorescence artefact?] | 98 | 0.8 | 60[fluorescence artefact?] | 18 | 7
38 | Cc1cc(C)c(C)c(S(=O)(=O)N2CCN(Cc3nc4ccccc4[nH]3)CC2)c1C | 42 | 88 | . | -3 | 98 | 1 | 88 | 2 | .
39 | CC(C)(C)NC(=O)Cn1c(SCC(N)=O)nc2ccccc21 | 98 | 100 | . | 5 | 100 | 1.2 | 103 | -18 | .
40 | COc1ccc(OC)c(Nc2ncnc3ccccc23)c1 | 92 | 105 | 0 | -87[fluorescence artefact?] | 99 | 0.8 | 123 | 24 | -3
41 | CCOC(=O)C1C(=O)OC(C)(C)C1C(C)C(=O)c1ccccc1 (stereo not drawn) | 81 | 96 | 4 | -8 | 105 | 0.3 | 102 | 73* | -2
42 | O=C(O)c1ccccc1-c1nc2ccccc2c(=O)[nH]1 | 100 | 113 | -25 | -6[fluorescence artefact?] | 97 | 1 | 115 | -2 | -1
43 | CCc1cccc(NC(=O)Cn2ncn3c(cc4ccccc43)c2=O)c1 | 89 | 98 | -7 | 4[fluorescence artefact?] | 100 | 1 | 135 | -2 | 21
44 | Cc1ccc(CSc2sc(C(=O)c3ccccc3)c(N)c2C#N)cc1 | 97 | 98 | 0 | 4 | 86 | 0.7 | 74[fluorescence artefact?] | 31 | 1

Rows were taken by chance; about 26% have a hit in one of these screens.
